Screening results from PubChem.
DENV2 CPE: DENV2-induced cell death inhibition | CPE inhibition, % at 9.99 µM | actives 1.7% (n = 350,000) | AID 651640 | DENV2-infected cells, cytopathic effect rescue, plate reader; in the data active means CPE inhibition above about 20%, passing the limit was not always enough; inconclusive means no clear call, values can overlap the other calls; tested in BHK-21 cells;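 further: 0% = median of neutral control wells and 100% = median of positive control wells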
miR122 inh: inhibitors of miR-122 in Huh7 cells; activation (reporter increase), % at 12.5 µM; actives 0.3% (n = 340,000); Huh7 miR-122 Renilla luciferase sensor, 48 h; neutral wells = 0, positive control = 100; AID 602342;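 active means mean replicate activation score at least 90 and every replicate individually at or above 90; inconclusive means only one of the two criteria met; inactive means neither criterion met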;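 further: higher luciferase means less miR-122 activity so hits act as miR-122 inhibitors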
F508del corr: CFTR F508del correction in bronchial cells | CFBE cells, YFP halide quenching; stimulated with forskolin plus potentiator P3; % fluorescence drop versus neutral controls | activity (quench increase), % at 7.58 µM | actives 0.36% (n = 350,000) | AID 720511;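 active means mean added fluorescence quench of at least 8% versus neutral control, with both replicates also reaching 8%; inconclusive means only one of the mean or replicate conditions met; inactive means mean below 8% and not both replicates reaching 8%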;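 further: cells transiently co-express mutant CFTR-F508del with the halide-sensitive YFP; corrector assay measuring rescue of mutant channel to the surface after 24 h compound exposure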
FN deposit inh: fibronectin deposition inhibition | AH1F fibroblasts, Alexa488-fibronectin deposition fluorescence, overnight | inhibition, % at 12.6 µM | actives 0.086% (n = 350,000) | AID 743247;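 active means mean inhibition across replicates of 30% or more, regardless of how many single replicates reach that level; inconclusive means mean under 30% yet at least half of replicates reach 30%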;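 further: positive control wells lacked labelled fibronectin entirely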
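Measured by – fluorescence 485/525 nm · System – AH1F fibroblast monolayer, labelled fibronectin deposition · Amount – 10000 cells per well · Buffer or medium – serum-reduced DMEM (2% serum) · Doses – single dose, pinned · Also added – fluorescent fibronectin at 24 nM final · Schedule – 1 h cell attachment, overnight exposure to compound and label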
PAX8 inh HTS: lowers PAX8-driven luciferase in RMG-I cells | RMG-I TPO-luciferase reporter, SteadyGlo, 24 h | inhibition, % at 12.6 µM | actives 1.2% (n = 360,000) | AID 652154;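 active means mean replicate inhibition at least 60% with every replicate also reaching 60%; inconclusive means only one of the two criteria is met; inactive means mean below 60% and not all replicates reaching 60%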;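 further: luciferase light reporting Pax8 driven TPO promoter activity; plate controls were median of neutral control wells for no effect and mitoxantrone controls for full effect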
INS-1E GSIS act: GLuc luminescence reporter in INS-1E cells, primary screen for activators of glucose-dependent secretion of insulin | INS-1E GLuc reporter insulin secretion, 2-3 h | activation, % at 16.6 µM | actives 0.61% (n = 370,000);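 active means lowest replicate activation of at least 40%, so every replicate reaches that level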;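 further: 0% = median of neutral control wells and 100% = median of IBMX positive control wells; some compounds called inactive have numbers as strong as hits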
EWS-Fli inh: blocks EWS/Fli oncoprotein-driven transcription | A673 NR0B1-luciferase reporter, viability-normalised | inhibition, % at 12.6 µM | actives 0.67% (n = 350,000);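 active means mean inhibition of at least 50% after viability correction, with every replicate also passing that limit; inconclusive means mean reaches 50% but only one of two replicates passes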;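 further: firefly luciferase signal divided by Alamar Blue viability fluorescence both relative to DMSO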
Numbers without * were called inactive; ? = inconclusive; · = not tested or not shown; & = joins results of further samples; ! = not active in a repeat; [ ] = another dose, or the depositor's remark.

SMILES	DENV2 CPE	miR122 inh	F508del corr	FN deposit inh	PAX8 inh HTS	INS-1E GSIS act	EWS-Fli inh
CN(C)C(CNC(=O)CCc1nc2ccccc2s1)c1ccccc1 (stereo not drawn)	2.8	-0.9	0.8	10.0	5.7	1.9	9.3
CC1(C)CC[C@]2(CO)CC[C@]3(C)C(=CCC4[C@@]5(C)CC[C@H](O)[C@@](C)(CO)C5CC[C@]43C)[C@@H]2C1 (stereo partly drawn)	-5.8	1.5	1.7	-5.1	8.1	11.8	5.0
C[C@H]1CN([C@@H](C)CO)C(=O)c2cc(-c3ccncc3)cnc2O[C@@H]1CN(C)C(=O)c1ccncc1	-2.6	-8.2[16.7 µM]	-1.7	·	·	8.6	-12.3
COc1ccc(CNC(=O)CCN2C(=O)c3ccncc3C2=O)cc1OC	-1.8	-5.5	1.6	4.9	20.2	35.2	-5.0
CCc1nc2c(OCC(=O)c3ccc(F)cc3)cccn2c1N(C)C(=O)c1ccccc1F	-0.7	-13.7	-1.5	-1.6	-10.7	-9.6	-10.2
C[C@H](NC(=O)C[C@@H]1C[C@@H]2c3cc(NS(C)(=O)=O)ccc3O[C@@H]2[C@@H](CO)O1)c1ccccc1	-8.1	9.0[16.7 µM]	-0.5	-13.0	-3.4	2.2	-5.0
COc1ccc(OC)c(NC(=O)CCN2CCN(CCO)CC2)c1	-2.5	-1.1	2.0	-1.8	-3.4	0.6	12.7
OCc1ccc(OCCCOc2cccc3cccnc23)cc1	-4.6	-3.6	-2.3	-8.1	-32.1	·	-27.7
COC(=O)C1CN(Cc2ccccc2)C(=O)C1=O (stereo not drawn)	-6.3	-5.5	0.6	·	14.5	-7.0	8.1
Nn1c(SCC(=O)Nc2nccs2)nncc1=O	-2.5	·	·	-4.2	19.6	0.6	11.2
CCCCCCN1C[C@@H](O)[C@H](n2cc(C3CC3)nn2)C[C@@H]1c1ccc(OC)cc1	-3.4	-0.6	-0.4	-4.4	-1.5	-27.0	4.9
CC(=O)c1ccc(N2CCN(C(=S)Nc3cccc(Cl)c3)CC2)cc1	·	-4.7	·	-1.0	-2.3	38.9	·
COc1ccc(N2CCN(C(=O)C3CCCN(S(=O)(=O)c4ccc5c(c4)oc(=O)n5C)C3)CC2)cc1 (stereo not drawn)	2.3	-2.3	-0.1	-19.0	16.8	0.5	4.1
CC(=O)N1Cc2cc(C(=O)NCC(F)(F)F)nc(-c3cccc(-c4cc5ccccc5o4)c3)c2[C@H]1CCO	25.5*!	·	-0.3&-2.6	6.7&-3.5	-18.6	9.2&-4.2	-3.7&-45.5
Cc1cc(C)c2c(-n3cccc3)c(C(=O)NNS(=O)(=O)c3ccc(Br)cc3)sc2n1	·	0.0	·	-7.0	8.2	·	·
CC(C)OCCCNc1ccc(N2C(=O)CCCC2=O)cc1[N+](=O)[O-]	-0.7	-19.9	2.0	-4.5	-3.9	-8.3	-11.2
COc1ccc(CCNc2cc(C)[nH]c(=O)c2)cc1OC	-14.4	·	2.4	·	-3.4	19.8	-9.2
COC(=O)Cn1c(C(=O)N2CCCC2)cc2c1C[C@H]1CN(C(=O)c3ccccc3)[C@@](Cc3ccc(OC)cc3)(C(=O)OC)[C@@H]21	5.2	·	1.0	-4.0	-3.7	-20.6	-5.8
COc1cccc(-n2c(=S)sc3c(=O)n(-c4ccccc4C)c(SCC(=O)O)nc32)c1	-4.0	-1.9	0.3	-3.0	3.4	14.3	-3.4
COc1ccc(CN(C(=O)c2oc3cc(C)c(C)cc3c2C)C2CCS(=O)(=O)C2)cc1OC (stereo not drawn)	6.0	-4.0	2.9	·	-0.2	-4.3	·
O=C(CN1CCCC1c1cccs1)Nc1cccc(S(=O)(=O)N2CCCC2)c1 (stereo not drawn)	5.1	·	-2.6	-4.0	-16.7	-1.5	3.3
COc1ccc(C=C(C#N)C#N)c(CSc2ccccn2)c1	?	1.2	2.8	-4.8	-44.3	15.1	6.1
O=C(Nc1cccs1)OCCN1CCN(Cc2ccccc2)CCC1=O	0.2	0.1	1.4	16.6	-0.5	26.5	1.5
CN1C(=O)c2cc(NC(=O)C3CC3)ccc2OC[C@@H]2O[C@@H](CC(=O)NCC3CCCCC3)CC[C@@H]21	-7.3	22.9[16.7 µM]	-5.3	8.2	1.8	-10.9	8.9
COc1ccc(C(=O)Oc2cc(N)n(S(=O)(=O)c3ccccc3)n2)cc1	·	·	3.5	0.1	13.4	2.8	0.4

Next part, overlapping the part above by 4 compounds.
SMILES	DENV2 CPE	miR122 inh	F508del corr	FN deposit inh	PAX8 inh HTS	INS-1E GSIS act	EWS-Fli inh
COc1ccc(C=C(C#N)C#N)c(CSc2ccccn2)c1	?	1.2	2.8	-4.8	-44.3	15.1	6.1
O=C(Nc1cccs1)OCCN1CCN(Cc2ccccc2)CCC1=O	0.2	0.1	1.4	16.6	-0.5	26.5	1.5
CN1C(=O)c2cc(NC(=O)C3CC3)ccc2OC[C@@H]2O[C@@H](CC(=O)NCC3CCCCC3)CC[C@@H]21	-7.3	22.9[16.7 µM]	-5.3	8.2	1.8	-10.9	8.9
COc1ccc(C(=O)Oc2cc(N)n(S(=O)(=O)c3ccccc3)n2)cc1	·	·	3.5	0.1	13.4	2.8	0.4
O=C(COc1ccc(S(=O)(=O)NC2CCCCC2)cc1)N1CCN(c2cccc(Cl)c2)CC1	-11.6	15.6	-2.3	·	·	-3.6	2.3
COc1ccc(OC)c(NC(=O)[C@@]2(CC(=O)O)CC(/C=C/c3ccccc3)=NO2)c1	15.3	·	-0.7	-4.3	12.7	-0.8	-3.8
Cc1c(C(=O)OCC(=O)NCc2ccc3c(c2)OCO3)cccc1[N+](=O)[O-]	·	-6.5	·	8.6	8.4	0.8	·
C[C@@H]1CN([C@H](C)CO)C(=O)c2cccc(NC(=O)Nc3ccc(F)cc3)c2O[C@H]1CN(C)S(=O)(=O)c1ccc(F)cc1	-5.7	-11.0[16.7 µM]	1.6	·	·	2.9	-1.8
O=c1cc(NCc2ccccc2)nc2ccccn12	0.3	·	-0.1	5.3	-36.1	4.7	-49.2
COc1ccccc1NC(=O)C(C)N1C(=O)C2CCCCC2C1=O (stereo not drawn)	12.1	·	-0.6	11.8	-6.3	8.9	0.9
COc1ccc(N2CC(=O)N(c3ccccc3)C2=S)cc1	4.8	-9.3	·	-1.5	-64.0	11.2	-40.5
COC(=O)C1=C(C)N(CCCC(=O)O)C(=O)NC1c1ccccc1Cl (stereo not drawn)	-1.5	·	2.7	2.9	13.4	20.0	-2.5
O=C(CC1CCCCC1)NCc1ccccc1Cl	4.5	-1.5	-1.6	-1.6	-118.8	-4.8	-62.5
O=C(CN1CCN(c2ccccn2)CC1)Nc1ccc(OC(F)(F)F)cc1	2.5	·	1.2	3.1	-4.6	-13.0	1.2
CCC(=O)N1CC2(C1)[C@H](c1ccccc1)[C@H](CO)N2Cc1ccccc1OC	-9.7	·	0.2	·	·	-5.9	1.4
O=C(CCNS(=O)(=O)c1ccc(Cl)cc1)NCc1ccccn1	·	10.0	-2.3	·	·	5.8	3.1
O=C(Nc1ccccc1C(=O)NCCN1CCOCC1)c1ccc(Cl)cc1Cl	5.8	1.2	1.4	1.9	5.5	9.0	4.8
CCOc1ccc(CCNC(=O)C2CC(=O)N(c3ccc4c(c3)OCCO4)C2)cc1OCC (stereo not drawn)	0.6	·	2.2	8.7	-2.0	6.8	-9.6
CCc1nc2c(OCc3ccc(C#N)cc3)cccn2c1N(C)C(=O)c1ccco1	13.7	2.0	0.4	4.1	3.3	-1.2	7.6
C=CCN(CC=C)C(=O)C(=O)c1cc(C)n(-c2ccc([N+](=O)[O-])cc2)c1C	·	1.9	·	13.1	·	-4.3	·
COc1cc(C(=O)OCCc2c(C)nc3nc[nH]n3c2=O)cc(OC)c1OC	-2.4	-6.9	2.0	-0.9	-7.8	-7.8	-7.9
C[C@H]1CN([C@@H](C)CO)C(=O)Cc2cc(NC(=O)Nc3ccc4c(c3)OCO4)ccc2O[C@@H]1CN(C)C(=O)Nc1ccccc1	2.6	-7.4[16.7 µM]	-0.8	·	-23.4	3.5	-4.9
CC(=O)N/C(N)=N/c1nc2cc([N+](=O)[O-])ccc2o1	-2.2	·	0.3	-4.2	-101.2	-2.8	-89.8
CC(=O)c1ccc(OCC(O)CN2CCN(c3ccc(F)cc3)CC2)cc1 (stereo not drawn)	2.1	·	3.9	-0.1	1.8	-8.9	4.6
Cc1ccc(S(=O)(=O)Nc2ccc3c(c2)C(=O)N([C@@H](C)CO)C[C@H](C)[C@@H](CN(C)C(=O)Cc2ccccc2)OCCCC[C@@H](C)O3)cc1	0.2	10.3[16.7 µM]	3.8	4.8	8.2	-40.6	0.6
C[C@H]1CN([C@@H](C)CO)C(=O)Cc2cc(NS(=O)(=O)c3ccc(F)cc3)ccc2O[C@@H]1CN(C)CC1CCCCC1	15.4	-6.7[16.7 µM]	-1.1	·	·	-8.9	-2.7
c1ccc2[nH]cnc2c1	9.1	0.7	3.5	1.1	6.9	·	-16.7
CCC(C)[C@H](NC(=O)[C@@H]1Cc2ccccc2CN1C(=O)OC(C)(C)C)C(=O)NCC1CCC(C(=O)O)CC1 (stereo partly drawn)	-2.2	1.2	0.4	-7.6	3.6	2.8	-26.8
O=Cc1c(C(=O)O)n(CC(=O)O)c2ccccc12	·	-2.5	·	4.3	-3.2	5.4	·
Other structures follow:
SMILES	DENV2 CPE	miR122 inh	F508del corr	FN deposit inh	PAX8 inh HTS	INS-1E GSIS act	EWS-Fli inh
CN(c1cccc(NS(=O)(=O)c2cccc([N+](=O)[O-])c2)c1)S(C)(=O)=O	2.3	10.4	·	·	-27.6	2.3	-2.6
CN1CCN(c2ccc(-c3cccc(NC(=O)COc4ccc(Cl)cc4)c3)nn2)CC1	-5.4	6.8	-1.0	7.7	-41.8	22.4	0.4
COc1cccc(-c2nc(-c3cccs3)no2)c1	-8.4	2.5	3.3	-2.7	-76.5	24.0	13.4
O=C(Cc1ccc(Cl)cc1)Nc1ncccn1	2.9	·	-1.4	-6.0	4.5	-20.1	-1.0
Cc1cc(C(=O)N2CCN(c3ccc([N+](=O)[O-])cc3)CC2)co1	-6.1	-10.7	-0.2	1.5	7.6	-3.3	·
O=C(Nc1ccc(Cl)c(C(F)(F)F)c1)[C@@H]1CC=C[C@@H]2CCN(C3CC3)C(=O)[C@@H]21	?	-1.3	2.1	11.8	35.2	-0.8	-5.9
Cc1cc2c(cc1C)-n1nnnc1C(N(Cc1ccccc1)Cc1ccccc1)C(=O)N2 (stereo not drawn)	-15.6	·	-3.4	-1.4	6.0	-37.7	18.8
O=C(c1ccccc1)N(Cc1cccc(Br)c1)C1CCS(=O)(=O)C1 (stereo not drawn)	-7.5	-1.2	0.2	-0.6	2.8	1.9	-2.8
CCCNC(=O)c1cccc(COCC(F)(F)C(F)F)c1	0.8	1.2	-0.1	·	·	6.4	1.5
CC(C)NC(=O)N(C)C[C@H]1Oc2ccc(NC(=O)Cn3cnnn3)cc2C(=O)N([C@H](C)CO)C[C@@H]1C	-9.2	-4.3[16.7 µM]	-2.9&2.9	5.8	-16.5	13.2&10.8	1.6&2.8
CSc1ccc(CCNS(=O)(=O)c2csc(C(N)=O)c2)cc1	13.4	-4.2	-0.3	2.5	-5.0	11.9	6.4
COc1ccc(-c2c(C)nn3c(N4CCCCCC4)cc(C)nc23)cc1OC	2.0	-6.2	-5.2	-0.5	53.9	·	31.0
C[C@@H]1CN([C@@H](C)CO)C(=O)Cc2cc(NC(=O)Nc3ccc(F)cc3)ccc2O[C@@H]1CN(C)S(=O)(=O)c1ccccc1	76.2*	-10.2[16.7 µM]	-4.9	·	·	-6.2	7.1
CC(C)(C)C(=O)Nc1nnc(SCC(=O)Nc2ccc3c(c2)OCO3)s1	·	·	·	-3.7	14.3	-7.0	·
